12-LOX inh = blocks human arachidonate 12S-lipoxygenase | purified 12hLO, xylenol orange hydroperoxide absorbance | Potency, µM (titrated, usually from 108 µM), for inactives: at the highest dose activity change, negative = inhibition, actives largely listed as inhibitors | 1.1% of 580,000 active | AID 1671190; active = well fitted inhibition curve with a large enough effect; inconclusive = small, poorly fitted or top-dose-only effect, or another doubt; inactive = no such curve, though single readings can be large or run the other way
Target sequence (P18054 whole entry, looked up): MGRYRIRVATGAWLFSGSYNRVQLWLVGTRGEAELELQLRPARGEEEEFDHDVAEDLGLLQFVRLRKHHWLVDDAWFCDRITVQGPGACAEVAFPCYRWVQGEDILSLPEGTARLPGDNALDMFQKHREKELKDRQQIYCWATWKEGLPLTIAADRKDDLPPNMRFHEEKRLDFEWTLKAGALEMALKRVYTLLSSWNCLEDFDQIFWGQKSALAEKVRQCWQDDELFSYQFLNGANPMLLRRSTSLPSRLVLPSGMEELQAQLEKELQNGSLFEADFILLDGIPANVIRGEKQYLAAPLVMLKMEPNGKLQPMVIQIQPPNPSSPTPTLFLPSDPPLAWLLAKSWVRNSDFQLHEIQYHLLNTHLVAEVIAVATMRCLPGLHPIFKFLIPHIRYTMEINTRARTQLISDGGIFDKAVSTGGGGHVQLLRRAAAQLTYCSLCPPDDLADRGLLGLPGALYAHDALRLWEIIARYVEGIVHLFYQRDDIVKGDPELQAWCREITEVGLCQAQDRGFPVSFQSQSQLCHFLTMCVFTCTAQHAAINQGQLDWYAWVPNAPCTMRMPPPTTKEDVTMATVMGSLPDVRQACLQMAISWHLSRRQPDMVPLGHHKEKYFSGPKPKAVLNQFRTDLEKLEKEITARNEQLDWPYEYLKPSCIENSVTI
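Hydroperoxide product was detected by ferrous iron/xylenol orange as the 573 to 405 nm absorbance ratio. Arachidonic acid at 40 uM (final) was turned over for 30 min at room temperature by 150 nM human 12hLO, pH 7.0 Hepes buffer, after 15 min compound preincubation.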
The depositor's hits bear a star; ? = inconclusive; [ ] = remark or other dose. % is scaled to controls: 0 for no effect and ±100 for the full control effect; potency is read from the fitted curve at half-maximal effect.

SMILES	12-LOX inh
COc1nn(C)c2nc(C)c(CCC(=O)NC(C)C3CC3)c(C)c12 (stereo not given)	-16.2%
Cc1cccn2c(CNC3CCC4(CCNCC4)CC3)cnc12	-2.8%
O=c1c2cc(Cl)ccc2ncn1CC(O)COc1ccc(Br)cc1 (stereo not given)	-89.3%
CC(C)CNc1ccc2c(n1)C(C)(C(=O)NCc1cccnc1)CN(Cc1ccccc1)C2 (stereo not given)	-14.6%
Cc1ccc(-c2cc3c(=O)n(CCNC(=O)Cc4c[nH]c5ccccc45)ccn3n2)c(C)c1	27.4%
CC1CCc2c(sc(N)c2C#N)C1 (stereo not given)	-93.0%
CC(C)S(=O)(=O)N1CCC2(CC1)NCCc1c2[nH]c2ccccc12	7.4%
CC(=O)c1c(C)[nH]c(C(=O)NCCc2ccc(F)cc2)c1C	?
Cc1ccc(S(=O)(=O)N2C3CCCC2CC(=O)C3)cc1	?
Cc1ncc2c(c1CNC(=O)c1ccc3c(c1)OCO3)CCN(C(=O)c1ccoc1)C2	-1.0%
CN(C)CCCNC(=O)c1cc2cc(F)ccc2[nH]1	24.7%
CCOc1ccccc1CN1CCN(C2CCN(C(C)C)CC2)C(CCO)C1 (stereo not given)	17.5%
Cc1ccc(S(=O)(=O)c2nnn(-c3cccc(Cl)c3)c2C)cc1	-11.8%
O=C(Nc1cccc(S(=O)(=O)N2CCCCC2)c1)C1CC(=O)N(C2CCCC2)C1 (stereo not given)	2.4%
COc1cccc(-c2nc(SCC(=O)Nc3nccs3)c(-c3ccc(Cl)cc3)[nH]2)c1	9.6%
Cc1ccc(C(=O)N2[C@@H]3CC[C@H]2CC(NC(=O)c2ccc(F)cc2)C3)cn1 (stereo not given in full)	52.2%[activator]
Cc1ccc(-c2cc(C(=O)Nc3nccs3)c3ccccc3n2)cc1	-7.5%
NS(=O)(=O)c1ccc(N/N=C/c2cccc(O)c2)c([N+](=O)[O-])c1	?
CCNC(=O)NC(=O)C(C)NC(C)c1cccc(C(F)(F)F)c1 (stereo not given)	26.4%
COc1cccc2cc(-c3cc(=O)oc4ccc(C(C)(C)C)cc34)oc12	-15.1%
COC(=O)c1cccc(NC(=S)N[C@H]2CO[C@H]3[C@@H]2OC[C@H]3OC(=O)Nc2ccccc2)c1	-13.9%
Cc1oc(-c2ccccc2)nc1CC(=O)Nc1ccccc1C(C)(C)C	1.3%
C/C(=N/O)c1cc(C(C)(C)C)cc2c1CCC2(C)C	3.1%
CC(C)NC(=O)CC[C@@H]1CNC(=O)[C@@H]2C[C@H](NCc3cccc(Cl)c3)CN12	3.0%[176 µM]
CCOC(=O)c1oc2cc(OS(C)(=O)=O)ccc2c(=O)c1-c1ccc(OC)cc1	-7.0%
Following part.
SMILES	12-LOX inh
O=C(COc1ccc(F)cc1)N1CCC(Oc2ccc(-c3noc(C4CC4)n3)cc2)C1 (stereo not given)	0.1%
CN1CCC(C(=O)N2CCC3(CC2)CN(S(=O)(=O)c2ccccc2)CCO3)CC1	5.5%[6.33 µM]
Cn1c(=O)n(Cc2ccccc2)c(=O)c2c1[nH]c(=O)n2C	32.5%
C/C(=N\Oc1cc(N)cc([N+](=O)[O-])c1)c1ccncc1	-15.6%
CC(C)CNc1nc(-c2ccc3c(c2)NC(=O)CO3)cs1	?
CCc1c(C)nc2c(Cl)cccc2c1Cl	?
O=C(CSc1nc2ccccc2o1)Nc1ccccc1Oc1ccccc1	?
CCCCn1nc(C(=O)NCc2ccccc2)c2ccccc2c1=O	5.8%
O=C(CCc1cc(=O)[nH]o1)N[C@@H]1CCOC[C@H]1O	-3.9%
CC(C)(C)CC(=O)NCCc1cccs1	-26.7%
Cc1cccc(NC(=O)Cn2c(=O)c(-c3noc(C)n3)c3n(c2=O)CCCCC3)c1	?
O=C(c1ccc[nH]1)N1CCC2(CC1)N=C(c1ccc(Cl)cc1)NO2	5.1%
COc1ccccc1-c1cnc2n[nH]c(-c3ccc(F)cc3C)c2n1	1.0%[176 µM]
COCCNc1cc(-c2noc([C@@H]3CCCN3CC(C)C)n2)ccn1	23.1%[176 µM]
CCOc1ccccc1CN1CCC2(CCN(C(=O)Cc3ccc(F)cc3)CC2)Oc2ccccc21	?
O=C1N(c2ccccc2)c2ccccc2C12CCN(CC1CC1)C2 (stereo not given)	7.2%[6.33 µM]
CN(CC1CCOC1)S(=O)(=O)c1ccc(C(F)(F)F)cc1 (stereo not given)	7.3%
CCC(=O)N1CCN(c2ccc(NC(=O)c3cc4ccccc4cc3OC)cc2)CC1	115.6%[activator]
NC(=O)C1CCN([C@H]2[C@@H]3OC[C@@H](O3)[C@@H](NCc3ccncc3)[C@@H]2O)CC1	37.9%[activator][176 µM]
CNc1ccc(OC(F)(F)F)cc1	?
CC(C)(C)c1cc(C(=O)OCCN2CCCCC2)cc(C(C)(C)C)c1	7.08µM*
CCNC(=O)N(C)[C@H]1C[C@H]2c3[nH]c4c(-c5ccc6c(c5)OCO6)cccc4c3CCN2C(=O)[C@H]1[C@H](C)O	3.9%
CCN(CC)C(=O)CCC1CCN(c2cc(NC3CC3)ncn2)CC1	43.3%
O=C1NC2(CCCCC2)N(C(=O)c2ccccc2Br)C2=C1CCCC2	-2.9%
CC(C)N(C)C(=O)c1cc(-c2cnc(C(C)(C)C)nc2)nc2cc(F)ccc12	46.5%[activator]
The listing continues.
SMILES	12-LOX inh
COc1ccc(NC(=O)N2CCCC3(CCN(C(=O)c4ccc(OC)cc4)CC3)C2)cc1	3.4%[57.4 µM]
CC(=O)NC(CO)C(=O)N1CCc2onc(-c3cccc4ccccc34)c2C1 (stereo not given)	51.0%[activator]
O=C(NC(C(=O)N1CCCCC1)C1CCN(C(=O)c2ccc(Cl)cc2)CC1)c1ccccc1 (stereo not given)	2.3%
CN1CCN(c2nc3c(c(=O)[nH]2)CCN(Cc2cccnc2)CC3)CC1	3.3%
Cc1ccc(N)c(OCC(F)F)c1	35.4%
CC(C)CNC(=O)CSc1nc(-c2ccccc2)[nH]c1S(=O)(=O)c1ccccc1	?
CC(=O)N1CCCC(c2[nH]ccc2C(=O)NCCCn2cccn2)C1 (stereo not given)	3.7%
C[S+](=O)([O-])c1ccc(-c2nc(C(=O)NCCc3ccc(Cl)cc3)n3ccccc23)cc1	2.0%[6.33 µM]
Cc1ccc(-c2cc(C(=O)N3CCN(C(=O)c4ccco4)CC3)c3ccccc3n2)cc1	?
CC(C)n1nc(OC(C)(C)C(=O)NC2CCOCC2)c2cc(CN3CCOCC3)ccc21	20.0%
COCCN(CCNC(=O)C1Cn2cccc2C(=O)N1)Cc1ccco1 (stereo not given)	51.8%[activator]
CCC(NC(=O)CN(C)Cc1ccc(C)o1)c1ccc(C)cc1 (stereo not given)	?
Cn1ncc(N2CCCC(CC(=O)NCc3cccc(F)c3)C2)cc1=O (stereo not given)	1.4%
OC[C@H]1O[C@@H](n2cnc3c2NC=NC[C@@H]3O)C[C@H]1O	?
COc1ccc(CN2C(=O)[C@@H]3C[C@@H](CN3Cc3ccccc3Cl)Oc3ccccc32)cc1	-3.3%
CCOc1ccc(-c2cc3c(=O)n(CCNC(=O)c4cccc5[nH]ccc45)ccn3n2)cc1	-9.8%
COc1ccc2ccccc2c1/C=C(/C#N)C(N)=O	2.8%
CCCNC(=O)N1CCCN(Cc2ccc3c(c2)OCO3)c2ccccc21	-15.6%
CCCCNC(=O)C1CCN(C(=O)c2nnn3c2COC(c2ccc(OC)cc2)C3)CC1 (stereo not given)	7.3%
O=C(NCc1nnc2c(-c3nc(C4CC4)no3)cccn12)c1cc(F)ccc1Cl	70.8%[activator]
CC(C)Cc1nc(CN(C)C(=O)C2CCOc3ccccc3C2)no1 (stereo not given)	0.3%
CCOc1ccccc1C1NC(=O)N(CC(=O)Nc2ccc(C)cc2C)C2=C1C(=O)OC2 (stereo not given)	9.6%
O=C(c1nnc(CNc2ccc(F)cc2)n1-c1ccccc1)N1CCC[C@@H]1C(c1ccccc1)c1ccccc1	0.3%
CC(C)(C)CC(=O)Nc1ccc([C@@H](O)[C@H]2COCC(=O)N2CCCc2ccccc2)cc1	31.7%[activator]
COc1cccc(CC(=O)N2CCC([C@H]3[C@@H](OC)C(=O)N3C(C)C)CC2)c1	-8.2%
Cc1ccc(CN2C(=O)COC[C@H]2C(=O)N2CCN(c3ccccc3F)CC2)cc1	2.5%
COc1ccccc1C1CN(CCNC(=O)c2cnsn2)Cc2ccccc2O1 (stereo not given)	5.8%
Cc1cc(C(=O)NC2CC(c3cc(=O)[nH]cn3)C2)cc(S(N)(=O)=O)c1C (stereo not given)	14.1%
COC(=O)CNCC(=O)OC	14.3%
Cc1ccc(C2=NC3(CCN(C(=O)c4ccc(F)cc4F)CC3)ON2)cc1	4.0%

Sorted by molecular weight (high to low): some entries from above
SMILES	12-LOX inh
O=C(c1nnc(CNc2ccc(F)cc2)n1-c1ccccc1)N1CCC[C@@H]1C(c1ccccc1)c1ccccc1	0.3%
O=C(NC(C(=O)N1CCCCC1)C1CCN(C(=O)c2ccc(Cl)cc2)CC1)c1ccccc1 (stereo not given)	2.3%
C[S+](=O)([O-])c1ccc(-c2nc(C(=O)NCCc3ccc(Cl)cc3)n3ccccc23)cc1	2.0%[6.33 µM]
COc1ccc(CN2C(=O)[C@@H]3C[C@@H](CN3Cc3ccccc3Cl)Oc3ccccc32)cc1	-3.3%
CC(C)n1nc(OC(C)(C)C(=O)NC2CCOCC2)c2cc(CN3CCOCC3)ccc21	20.0%
CCCCNC(=O)C1CCN(C(=O)c2nnn3c2COC(c2ccc(OC)cc2)C3)CC1 (stereo not given)	7.3%
CCOc1ccc(-c2cc3c(=O)n(CCNC(=O)c4cccc5[nH]ccc45)ccn3n2)cc1	-9.8%
CC(C)(C)CC(=O)Nc1ccc([C@@H](O)[C@H]2COCC(=O)N2CCCc2ccccc2)cc1	31.7%[activator]
COc1ccc(NC(=O)N2CCCC3(CCN(C(=O)c4ccc(OC)cc4)CC3)C2)cc1	3.4%[57.4 µM]
CCOc1ccccc1C1NC(=O)N(CC(=O)Nc2ccc(C)cc2C)C2=C1C(=O)OC2 (stereo not given)	9.6%
CC(C)CNC(=O)CSc1nc(-c2ccccc2)[nH]c1S(=O)(=O)c1ccccc1	?
Cc1ccc(-c2cc(C(=O)N3CCN(C(=O)c4ccco4)CC3)c3ccccc3n2)cc1	?
O=C(NCc1nnc2c(-c3nc(C4CC4)no3)cccn12)c1cc(F)ccc1Cl	70.8%[activator]
Cc1ccc(CN2C(=O)COC[C@H]2C(=O)N2CCN(c3ccccc3F)CC2)cc1	2.5%
COc1ccccc1C1CN(CCNC(=O)c2cnsn2)Cc2ccccc2O1 (stereo not given)	5.8%
O=C1NC2(CCCCC2)N(C(=O)c2ccccc2Br)C2=C1CCCC2	-2.9%
CC(C)N(C)C(=O)c1cc(-c2cnc(C(C)(C)C)nc2)nc2cc(F)ccc12	46.5%[activator]
CC(=O)NC(CO)C(=O)N1CCc2onc(-c3cccc4ccccc34)c2C1 (stereo not given)	51.0%[activator]
Cc1cc(C(=O)NC2CC(c3cc(=O)[nH]cn3)C2)cc(S(N)(=O)=O)c1C (stereo not given)	14.1%
COc1cccc(CC(=O)N2CCC([C@H]3[C@@H](OC)C(=O)N3C(C)C)CC2)c1	-8.2%
Cc1ccc(C2=NC3(CCN(C(=O)c4ccc(F)cc4F)CC3)ON2)cc1	4.0%
CCCNC(=O)N1CCCN(Cc2ccc3c(c2)OCO3)c2ccccc21	-15.6%
COCCN(CCNC(=O)C1Cn2cccc2C(=O)N1)Cc1ccco1 (stereo not given)	51.8%[activator]
Cn1ncc(N2CCCC(CC(=O)NCc3cccc(F)c3)C2)cc1=O (stereo not given)	1.4%
CCN(CC)C(=O)CCC1CCN(c2cc(NC3CC3)ncn2)CC1	43.3%
CC(C)Cc1nc(CN(C)C(=O)C2CCOc3ccccc3C2)no1 (stereo not given)	0.3%
OC[C@H]1O[C@@H](n2cnc3c2NC=NC[C@@H]3O)C[C@H]1O	?
COc1ccc2ccccc2c1/C=C(/C#N)C(N)=O	2.8%
Cc1ccc(N)c(OCC(F)F)c1	35.4%
COC(=O)CNCC(=O)OC	14.3%

A portion of the library. The share of hits here may be higher or lower than overall.
